Compound activity: PubChem, Broad Institute
TcdB GH inh: TcdB glycohydrolase inhibitors, primary screen, biochemical, single point, plate reader; Toxin B (Clostridioides difficile), P18177; TcdB glycohydrolase enzymatic assay; inhibition, % at 9.99 µM; 350,000 compounds, 0.24% hits; AID 652162, 2013; in the data active = inhibition above about 10%
Target sequence (P18177 whole entry, looked up): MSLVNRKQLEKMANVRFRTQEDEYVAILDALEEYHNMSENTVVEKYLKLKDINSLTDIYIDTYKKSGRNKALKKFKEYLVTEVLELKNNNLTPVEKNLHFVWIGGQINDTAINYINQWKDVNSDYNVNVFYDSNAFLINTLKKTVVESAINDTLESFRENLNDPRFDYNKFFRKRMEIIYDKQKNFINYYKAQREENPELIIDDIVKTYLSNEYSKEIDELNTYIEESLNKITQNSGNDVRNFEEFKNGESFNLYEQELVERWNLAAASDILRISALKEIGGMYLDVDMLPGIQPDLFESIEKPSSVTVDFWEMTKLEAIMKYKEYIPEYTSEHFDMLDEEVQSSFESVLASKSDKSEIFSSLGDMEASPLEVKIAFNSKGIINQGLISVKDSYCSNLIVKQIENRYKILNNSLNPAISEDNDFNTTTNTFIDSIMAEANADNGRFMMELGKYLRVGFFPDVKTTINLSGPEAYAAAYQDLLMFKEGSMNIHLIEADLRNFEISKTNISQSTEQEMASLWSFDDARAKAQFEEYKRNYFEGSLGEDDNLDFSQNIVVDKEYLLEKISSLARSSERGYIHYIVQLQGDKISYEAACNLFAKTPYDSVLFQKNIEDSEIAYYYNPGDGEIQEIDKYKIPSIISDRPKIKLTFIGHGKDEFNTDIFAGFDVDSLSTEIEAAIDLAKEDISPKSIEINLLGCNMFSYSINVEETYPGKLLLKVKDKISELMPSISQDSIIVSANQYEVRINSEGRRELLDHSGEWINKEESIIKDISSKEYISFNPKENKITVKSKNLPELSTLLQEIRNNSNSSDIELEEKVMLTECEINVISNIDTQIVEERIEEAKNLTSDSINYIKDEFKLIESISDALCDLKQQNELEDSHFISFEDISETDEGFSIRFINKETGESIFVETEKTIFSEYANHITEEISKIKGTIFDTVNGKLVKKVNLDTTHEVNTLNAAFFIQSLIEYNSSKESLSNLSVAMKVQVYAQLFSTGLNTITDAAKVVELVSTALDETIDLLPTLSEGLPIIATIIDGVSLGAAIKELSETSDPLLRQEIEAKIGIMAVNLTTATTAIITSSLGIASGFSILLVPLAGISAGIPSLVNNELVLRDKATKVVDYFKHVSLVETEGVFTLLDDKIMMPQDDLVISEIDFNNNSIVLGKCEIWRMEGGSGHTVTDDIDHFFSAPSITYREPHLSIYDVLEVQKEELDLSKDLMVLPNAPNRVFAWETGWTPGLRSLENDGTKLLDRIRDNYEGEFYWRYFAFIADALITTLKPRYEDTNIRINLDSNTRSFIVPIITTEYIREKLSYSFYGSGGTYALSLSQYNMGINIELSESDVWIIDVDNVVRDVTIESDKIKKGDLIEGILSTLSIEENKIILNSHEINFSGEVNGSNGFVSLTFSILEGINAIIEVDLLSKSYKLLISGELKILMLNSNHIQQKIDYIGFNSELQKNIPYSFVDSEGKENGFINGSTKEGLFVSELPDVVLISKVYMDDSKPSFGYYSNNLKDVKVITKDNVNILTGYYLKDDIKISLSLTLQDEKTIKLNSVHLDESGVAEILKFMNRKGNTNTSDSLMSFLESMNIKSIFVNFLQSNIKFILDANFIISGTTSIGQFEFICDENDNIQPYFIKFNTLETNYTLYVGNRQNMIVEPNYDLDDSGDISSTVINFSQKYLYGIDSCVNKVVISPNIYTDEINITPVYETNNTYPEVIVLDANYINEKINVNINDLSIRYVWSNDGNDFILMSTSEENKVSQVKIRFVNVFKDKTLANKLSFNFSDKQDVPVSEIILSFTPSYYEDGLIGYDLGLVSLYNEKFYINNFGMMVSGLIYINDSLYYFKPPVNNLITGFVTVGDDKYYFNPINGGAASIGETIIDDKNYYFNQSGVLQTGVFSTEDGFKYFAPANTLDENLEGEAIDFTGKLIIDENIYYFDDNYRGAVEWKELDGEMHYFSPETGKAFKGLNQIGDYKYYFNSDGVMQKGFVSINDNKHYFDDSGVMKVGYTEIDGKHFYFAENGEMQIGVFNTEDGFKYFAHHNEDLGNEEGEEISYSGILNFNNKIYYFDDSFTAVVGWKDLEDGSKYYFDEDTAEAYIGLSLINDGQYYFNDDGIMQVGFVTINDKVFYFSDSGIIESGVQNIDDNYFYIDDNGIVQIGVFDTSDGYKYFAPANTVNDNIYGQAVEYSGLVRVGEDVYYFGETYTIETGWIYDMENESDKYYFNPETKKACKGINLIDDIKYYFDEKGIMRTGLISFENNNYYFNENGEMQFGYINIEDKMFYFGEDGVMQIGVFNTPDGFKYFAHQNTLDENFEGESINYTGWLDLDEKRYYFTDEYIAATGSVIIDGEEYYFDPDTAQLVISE
The depositor's hits bear a star. Only part of the results is shown (hit frequency here may not be typical).

SMILES	TcdB GH inh
O=C(Nc1cccc(F)c1)N1CC(=O)N2[C@H](CO)[C@H](c3ccc(C#CC4CC4)cc3)[C@@H]2C1	0.7
C[C@@H]1CN([C@@H](C)CO)C(=O)c2cc(C3=CCCCC3)cnc2O[C@@H]1CN(C)C(=O)NC1CCCC1	0.1
C[C@H]1CN([C@@H](C)CO)C(=O)c2c(c3ccccc3n2C)-c2ccccc2CO[C@H]1CN(C)C(=O)Nc1ccc2c(c1)OCO2	-1.2
CO[C@H]1CN(C)C(=O)c2ccc(NC(=O)CC(F)(F)F)cc2OC[C@H](C)N(C(=O)C2CCCCC2)C[C@@H]1C	2.2
CO[C@@H]1CN(C)C(=O)c2cc(NC(=O)c3cccc(F)c3)ccc2OC[C@@H](C)N(CC2CC2)C[C@@H]1C	0.1
C[C@@H]1CN([C@H](C)CO)C(=O)Cc2cc(NS(=O)(=O)c3ccc(F)cc3)ccc2O[C@@H]1CN(C)Cc1ccc(C(F)(F)F)cc1	0.6
CC(C)C#Cc1ccc([C@@H]2[C@@H](CO)N3C(=O)CN(C(=O)Cc4ccccc4)C[C@H]23)cc1	1.4
C[C@H](CO)N1C[C@H](C)[C@H](CN(C)C(=O)Cc2ccccc2)OCCCC[C@H](C)Oc2ccc(NC(=O)Nc3ccc(F)cc3)cc2C1=O	0.4
Cc1noc(C)c1NC(=O)N(C)C[C@@H]1Oc2ncc(C#CC3CCCC3)cc2C(=O)N([C@@H](C)CO)C[C@H]1C	-1.8
CCC(=O)Nc1ccc2c(c1)C(=O)N(C)[C@@H]1CC[C@H](CC(=O)N3CCc4ccccc4C3)O[C@H]1CO2	-0.8
CC(=O)N1[C@@H](CO)[C@@H](c2ccccc2)C12CN(Cc1cc(F)ccc1F)C2	0.5
CC(=O)N1CC2(C1)[C@H](c1ccccc1)[C@@H](CO)N2C(=O)Cc1ccccc1	-1.6
C[C@@H]1CN([C@H](C)CO)C(=O)c2cc(/C=C/c3ccccc3)cnc2O[C@H]1CN(C)C(=O)C1CCCCC1	0.8
O=C(Cc1cccnc1)N1CC(=O)N2[C@H](C1)[C@H](c1ccc(C3=CCCCC3)cc1)[C@@H]2CO	0.4
Cc1ccc(S(=O)(=O)N[C@H]2CC[C@H](CCNC(=O)c3ccccc3F)O[C@H]2CO)cc1	-0.3
C[C@@H]1CN([C@@H](C)CO)C(=O)c2cccc(NC(=O)c3cnccn3)c2O[C@@H]1CN(C)Cc1ccccc1	-20.0
COCC(=O)N1C[C@@H](C)[C@@H](OC)CN(C)C(=O)c2cc(NC(=O)c3ccccc3)ccc2OC[C@@H]1C	-6.2
C[C@@H]1CCCCO[C@H](CN(C)C(=O)NC2CCCCC2)[C@H](C)CN([C@@H](C)CO)C(=O)c2cc(N(C)C)ccc2O1	-12.6
COc1ccccc1CNC(=O)C[C@@H]1C[C@@H]2c3cc(NC(=O)c4ccc5c(c4)OCO5)ccc3O[C@@H]2[C@@H](CO)O1	0.7
C[C@H](CO)N1C[C@H](C)[C@@H](CN(C)C(=O)C2CCOCC2)Oc2cc(C3=CCCC3)ccc2S1(=O)=O	-0.9

Some values from the list.
In TcdB GH inh, `COc1ccccc1CNC(=O)C[C@@H]1C[C@@H]2c3cc(NC(=O)c4ccc5c(c4)OCO5)ccc3O[C@@H]2[C@@H](CO)O1` has 0.7
In TcdB GH inh, `CO[C@@H]1CN(C)C(=O)c2cc(NC(=O)c3cccc(F)c3)ccc2OC[C@@H](C)N(CC2CC2)C[C@@H]1C` has 0.1
In TcdB GH inh, `C[C@@H]1CN([C@H](C)CO)C(=O)Cc2cc(NS(=O)(=O)c3ccc(F)cc3)ccc2O[C@@H]1CN(C)Cc1ccc(C(F)(F)F)cc1` has 0.6
In TcdB GH inh, `CC(=O)N1[C@@H](CO)[C@@H](c2ccccc2)C12CN(Cc1cc(F)ccc1F)C2` has 0.5
In TcdB GH inh, `C[C@@H]1CCCCO[C@H](CN(C)C(=O)NC2CCCCC2)[C@H](C)CN([C@@H](C)CO)C(=O)c2cc(N(C)C)ccc2O1` has -12.6
In TcdB GH inh, `CC(=O)N1CC2(C1)[C@H](c1ccccc1)[C@@H](CO)N2C(=O)Cc1ccccc1` has -1.6
In TcdB GH inh, `C[C@@H]1CN([C@@H](C)CO)C(=O)c2cccc(NC(=O)c3cnccn3)c2O[C@@H]1CN(C)Cc1ccccc1` has -20.0

Following part:
SMILES	TcdB GH inh
COc1ccc(-c2ccc3n(c2=O)C[C@H]2[C@H](CO)[C@@H](C(=O)N4CCCCC4)[C@@H]3N2C)cc1	0.6
C[C@H](CO)N1C[C@H](C)[C@@H](CN(C)Cc2ccncc2)Oc2ccc(NS(=O)(=O)c3cn(C)cn3)cc2C1=O	-1.0
C[C@H]1CN([C@@H](C)CO)C(=O)Cc2cc(NC(=O)Nc3cccc4ccccc34)ccc2O[C@@H]1CN(C)C(=O)Nc1ccc2c(c1)OCO2	-0.6
CCCC(=O)Nc1ccc2c(c1)OC[C@H](C)N(C(=O)c1cnccn1)C[C@@H](C)[C@@H](OC)CN(C)C2=O	0.7
Cc1ccc(S(=O)(=O)N[C@@H]2C=C[C@@H](CC(=O)NCCN3CCCCC3)O[C@H]2CO)cc1	-0.8
N#Cc1cccc(-c2ccc3c(c2)[C@@H]2[C@@H](CCN2S(=O)(=O)c2ccccc2F)[C@@H](CO)N3)c1	1.2
CC=Cc1ccc2n(c1=O)C[C@@H]1[C@@H](CO)[C@H](C(=O)Nc3ccccc3)[C@H]2N1C(=O)CC (mixture of isomers)	1.8
CCCNC(=O)C[C@H]1CC[C@@H]2[C@H](COc3ccc(NC(=O)C4CCOCC4)cc3C(=O)N2C)O1	-0.1
C[C@@H](NC(=O)[C@@H]1N[C@@H]2c3ccc(C4=CCCCC4)c(=O)n3C[C@@H]2[C@H]1CO)c1ccccc1	0.4
C[C@@H]1CN([C@H](C)CO)C(=O)c2cc(N(C)C)ccc2O[C@@H](C)CCCCO[C@@H]1CN(C)C(=O)Nc1ccc(F)cc1	-11.7
Cc1ccc(S(=O)(=O)Nc2ccc3c(c2)C(=O)N([C@@H](C)CO)C[C@@H](C)[C@H](CN(C)S(C)(=O)=O)OCCCC[C@@H](C)O3)cc1	1.2
COc1ccccc1C#Cc1cnc2c(c1)C(=O)N([C@@H](C)CO)C[C@@H](C)[C@@H](CN(C)C(C)=O)O2	0.6
CCCNC(=O)N1CC2(C1)[C@H](c1ccccc1)[C@H](CO)N2CC1CC1	0.0
O=C(c1ccc2c(c1)OCO2)N1CC(=O)N2[C@H](C1)[C@@H](c1ccc(C#CCC3CCCC3)cc1)[C@@H]2CO	0.9
CCS(=O)(=O)N1CC(=O)N2[C@H](C1)[C@@H](c1ccc(C#CC3CCCCC3)cc1)[C@@H]2CO	0.5
COc1ccc(NC(=O)N2CCCCN3[C@H](CO)[C@H](c4ccc(C#Cc5ccccn5)cc4)[C@H]3C2)cc1	0.5
COCCNC(=O)C[C@H]1C[C@H]2c3cc(NC(=O)NC4CCCCC4)ccc3O[C@H]2[C@@H](CO)O1	-1.4
C[C@@H]1CCCCO[C@@H](CN(C)CC2CCCCC2)[C@H](C)CN([C@H](C)CO)C(=O)c2cc(NS(=O)(=O)c3ccccc3)ccc2O1	0.2
CCCN(C)C[C@H]1OCCCC[C@@H](C)Oc2ccc(NS(=O)(=O)c3cccs3)cc2C(=O)N([C@@H](C)CO)C[C@@H]1C	-3.1
O=C(Nc1ccc(C(F)(F)F)cc1)N[C@H]1CC[C@@H](CCn2cc(C3(O)CCCC3)nn2)O[C@@H]1CO	0.8

In the list so far, these contain an aryl methoxy group:
SMILES	TcdB GH inh
COc1ccccc1CNC(=O)C[C@@H]1C[C@@H]2c3cc(NC(=O)c4ccc5c(c4)OCO5)ccc3O[C@@H]2[C@@H](CO)O1	0.7
COc1ccc(-c2ccc3n(c2=O)C[C@H]2[C@H](CO)[C@@H](C(=O)N4CCCCC4)[C@@H]3N2C)cc1	0.6
COc1ccccc1C#Cc1cnc2c(c1)C(=O)N([C@@H](C)CO)C[C@@H](C)[C@@H](CN(C)C(C)=O)O2	0.6
COc1ccc(NC(=O)N2CCCCN3[C@H](CO)[C@H](c4ccc(C#Cc5ccccn5)cc4)[C@H]3C2)cc1	0.5

(cont.)
SMILES	TcdB GH inh
C[C@@H]1CN([C@@H](C)CO)C(=O)c2cc(NC(=O)CCC(F)(F)F)ccc2O[C@@H](C)CCCCO[C@@H]1CN(C)S(=O)(=O)c1ccc(Cl)cc1	-0.1
C[C@@H]1CN([C@H](C)CO)S(=O)(=O)c2ccc(C#Cc3ccccn3)cc2O[C@H]1CN(C)Cc1cccc(F)c1	-0.9
C[C@H](CO)N1C[C@H](C)[C@H](CN(C)S(=O)(=O)c2ccccc2)Oc2c(NC(=O)c3nc4ccccc4s3)cccc2C1=O	1.4
COc1ccccc1S(=O)(=O)N[C@H]1CC[C@H](CCNC(=O)C2CCCCC2)O[C@H]1CO	-0.5
C[C@@H]1CCCCO[C@H](CN(C)S(=O)(=O)c2ccccc2)[C@@H](C)CN([C@H](C)CO)C(=O)c2cc(NC(=O)NC3CCCCC3)ccc2O1	0.0
C[C@@H]1CCCCO[C@H](CN(C)S(C)(=O)=O)[C@@H](C)CN([C@@H](C)CO)C(=O)c2cc(NC(=O)Nc3ccccc3)ccc2O1	-0.5
C[C@@H]1CN([C@H](C)CO)C(=O)c2cc(C#CC3(O)CCCC3)cnc2O[C@H]1CN(C)C(=O)Cc1ccccc1	1.3
CC(C)NC(=O)Nc1ccc2c(c1)C(=O)N([C@H](C)CO)C[C@H](C)[C@@H](CN(C)C(=O)NC1CCCCC1)OCCCC[C@@H](C)O2	2.0
COc1ccc(NC(=O)Nc2cccc3c2O[C@@H](CN(C)C(=O)NC2CCCCC2)[C@H](C)CN([C@H](C)CO)C3=O)cc1	-0.6
COc1ccc(NC(=O)Nc2ccc3c(c2)[C@@H]2C[C@@H](CC(=O)N[C@@H](C)c4ccccc4)O[C@@H](CO)[C@@H]2O3)cc1	-1.4
C[C@@H]1CN([C@H](C)CO)C(=O)c2cc(NC(=O)c3ccccc3)ccc2O[C@@H](C)CCCCO[C@H]1CN(C)C(=O)Nc1ccc2c(c1)OCO2	0.1
CC(C)NC(=O)Nc1ccc2c(c1)CC(=O)N([C@@H](C)CO)C[C@H](C)[C@H](CN(C)C(=O)Nc1ccc3c(c1)OCO3)O2	-0.1
CCNC(=O)C[C@H]1CC[C@@H]2[C@H](COC[C@H](O)CN2C(=O)C2CCOCC2)O1	-0.6
CO[C@@H](CN(C)C(=O)c1cnccn1)[C@@H](C)CN([C@H](C)CO)S(=O)(=O)c1ccc(Cl)cc1	-0.2
N#Cc1cccc(-c2ccc([C@H]3[C@H]4CN(C(=O)Nc5ccccc5)CCCCN4[C@H]3CO)cc2)c1	-0.1
COc1ccccc1S(=O)(=O)N[C@H]1CC[C@@H](CC(=O)N2CCCCC2)O[C@@H]1CO	-2.8
O=C(Nc1cccc(Cl)c1)N1C[C@@H]2[C@H](c3ccccc31)[C@H](CO)N2Cc1ccccc1Cl	1.6
C[C@@H]1CN([C@H](C)CO)C(=O)c2cc(NC(=O)c3ccncc3)ccc2O[C@@H](C)CCCCO[C@H]1CN(C)C(=O)Nc1cccc2ccccc12	-0.1
Cc1cccc(S(=O)(=O)N[C@@H]2CC[C@H](CCn3cc(-c4ccccn4)nn3)O[C@H]2CO)c1	-0.3
C[C@@H]1CN([C@@H](C)CO)C(=O)c2cc(NC(=O)Nc3ccc(C(F)(F)F)cc3)ccc2O[C@@H](C)CCCCO[C@H]1CN(C)Cc1ccc2c(c1)OCO2	0.2
CC(C)NC(=O)N(C)C[C@H]1Oc2ccc(NC(=O)Cn3cnnn3)cc2CC(=O)N([C@H](C)CO)C[C@@H]1C	-0.6
COCC(=O)N1C[C@H](C)[C@@H](OC)CN(C)C(=O)c2cc(NS(C)(=O)=O)ccc2OC[C@@H]1C	-0.2
C[C@@H]1CN([C@@H](C)CO)C(=O)c2cc(NS(=O)(=O)c3cn(C)cn3)ccc2O[C@@H](C)CCCCO[C@@H]1CN(C)C(=O)NC1CCCCC1	0.2
CCCC#Cc1ccc([C@H]2[C@@H](C#N)N(C(=O)C3CCC3)[C@@H]2CO)cc1	1.0
C[C@@H]1CN([C@@H](C)CO)C(=O)c2cc(-c3ccccc3F)cnc2O[C@H]1CN(C)Cc1ccc(F)cc1	0.8
CC(C)NC(=O)N[C@@H]1C=C[C@@H](CC(=O)O)O[C@@H]1CO	-0.8
C[C@@H]1CN([C@@H](C)CO)C(=O)c2cc(C3=CCCC3)cnc2O[C@H]1CN(C)C(=O)Cc1ccncc1	0.3
CO[C@@H]1CN(C)C(=O)c2ccc(NC(=O)Cc3ccccc3)cc2OC[C@@H](C)N(C)C[C@H]1C	-0.6
CCCC#Cc1ccc2c(c1)O[C@@H](CN(C)Cc1ccccn1)[C@@H](C)CN([C@H](C)CO)S2(=O)=O	-7.6
CO[C@@H](CN(C)C(=O)C1CC1)[C@@H](C)CN(C(=O)Nc1ccc(C(F)(F)F)cc1)[C@H](C)CO	1.2
C[C@H]1CCCCO[C@@H](CN(C)S(=O)(=O)c2ccc(F)cc2)[C@@H](C)CN([C@@H](C)CO)C(=O)c2cc(NS(=O)(=O)c3ccc(Cl)cc3)ccc2O1	0.4
CCS(=O)(=O)N1[C@H](CO)[C@H](c2ccccc2)[C@H]1CN(C(C)=O)C1CCCC1	0.6
O=C(C[C@@H]1CC[C@H](NC(=O)Cc2ccccn2)[C@@H](CO)O1)NCCCN1CCOCC1	-1.2
C[C@@H]1CCCCO[C@H](CN(C)S(=O)(=O)c2ccccc2)[C@@H](C)CN([C@H](C)CO)C(=O)c2cc(NC(=O)CCCCCC(=O)Nc3ccccc3N)ccc2O1	0.4
Cc1cc(C(=O)Nc2cccc3c2O[C@@H](CN(C)C)[C@@H](C)CN([C@H](C)CO)C3=O)n(C)n1	-0.9
CCNC(=O)[C@H]1[C@H](CO)[C@H]2Cn3c(ccc(-c4cccc(C(=O)N(C)C)c4)c3=O)[C@@H]1N2	-0.2
C[C@@H]1CN([C@H](C)CO)C(=O)c2cc(C#CCN(C)C)cnc2O[C@@H]1CN(C)C(=O)c1cccnc1	1.3
C[C@@H]1CN([C@H](C)CO)C(=O)c2cc(NS(=O)(=O)c3ccccc3)ccc2O[C@@H]1CN(C)C(=O)Nc1ccccc1	0.7
Cc1noc(C)c1NC(=O)Nc1ccc2c(c1)C(=O)N([C@H](C)CO)C[C@@H](C)[C@H](CN(C)Cc1ccc(C(=O)Nc3ccccc3N)cc1)O2	-1.9
CCCNC(=O)C[C@@H]1CC[C@H]2[C@@H](COc3ccc(NC(=O)NCCC)cc3C(=O)N2C)O1	-0.7
